H69AR inhibit: growth inhibitors of human H69AR lung tumor cells; actives 6% (n = 85,000); viability, % at 10 µM; H69AR lung tumor viability, ATP luminescence, 72 h; active compounds read low; AID 598;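 active means viability at or below 40%; inactive means viability above 40%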;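 further: multidrug resistant small cell line overexpressing MRP-1 efflux transporter; 100% = mean luminescence of untreated control wells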
ERa coact inh: ER-alpha (human) coactivator binding inhibition | actives 1.7% (n = 86,000) | inhibition, % at 25.6 µM | P03372 | TR-FRET ER-alpha LBD / SRC-1 peptide, estradiol-bound; in the data active means inhibition above about 50%;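 further: 0% = receptor plus peptide control and 100% = peptide only without receptor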
Target sequence (P03372 whole entry, looked up, the tested form may be a part): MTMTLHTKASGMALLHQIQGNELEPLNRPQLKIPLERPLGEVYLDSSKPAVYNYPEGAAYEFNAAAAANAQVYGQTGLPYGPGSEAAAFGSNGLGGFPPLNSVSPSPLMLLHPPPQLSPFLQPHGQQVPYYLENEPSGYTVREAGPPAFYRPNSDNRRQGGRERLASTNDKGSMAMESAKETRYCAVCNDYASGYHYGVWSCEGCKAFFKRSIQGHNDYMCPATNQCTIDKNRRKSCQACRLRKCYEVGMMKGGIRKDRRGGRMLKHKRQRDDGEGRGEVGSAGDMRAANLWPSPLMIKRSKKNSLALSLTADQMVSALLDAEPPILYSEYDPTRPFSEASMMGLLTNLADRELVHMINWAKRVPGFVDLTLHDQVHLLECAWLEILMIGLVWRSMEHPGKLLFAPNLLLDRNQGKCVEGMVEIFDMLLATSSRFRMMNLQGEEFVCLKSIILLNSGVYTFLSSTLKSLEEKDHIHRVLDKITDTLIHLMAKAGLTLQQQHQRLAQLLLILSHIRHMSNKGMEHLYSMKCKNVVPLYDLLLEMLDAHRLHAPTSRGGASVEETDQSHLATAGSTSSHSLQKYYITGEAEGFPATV
CD11b adhes enh: increases human CD11b/CD18 adhesion to fibrinogen; P05107+P11215; activation, % at 10 µM; AID 1499; actives 0.07% (n = 93,000); K562 CD11b/CD18 adhesion to fibrinogen, ATPlite luminescence;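 active means 10 µM primary screen giving 50% or more activity, confirmed by 40% or more on retest at that dose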; further: strong numbers were not always called active
HUVEC prolif 384: inhibitors of human endothelial cell proliferation. viability, % at 10 µM (by protocol). HUVEC proliferation, CellTiter-Glo luminescence, 72 h; active compounds read low. actives 1.1% (n = 86,000);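 active means viability at or below 30%; inactive means viability above 30%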;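 further: 100% = median luminescence of DMSO-only cell control wells on each plate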
CYP2C19 act: activators of human cytochrome P450 2C19; recombinant CYP2C19, luciferin-H EGE luminescence; active compounds read high; 0 = fully inhibited enzyme, 1 = untreated enzyme; activation factor at 5 µM; 96,000 tested, under 10 active;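 active means activation factor of at least 2 at 5 µM in the primary screen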;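 further: 0 = wells with 2.5 mM tranylcypromine and 1 = vehicle-only wells; values of inactives mirror those of a sister screen read the other way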
Target sequence (P33261 whole entry, looked up): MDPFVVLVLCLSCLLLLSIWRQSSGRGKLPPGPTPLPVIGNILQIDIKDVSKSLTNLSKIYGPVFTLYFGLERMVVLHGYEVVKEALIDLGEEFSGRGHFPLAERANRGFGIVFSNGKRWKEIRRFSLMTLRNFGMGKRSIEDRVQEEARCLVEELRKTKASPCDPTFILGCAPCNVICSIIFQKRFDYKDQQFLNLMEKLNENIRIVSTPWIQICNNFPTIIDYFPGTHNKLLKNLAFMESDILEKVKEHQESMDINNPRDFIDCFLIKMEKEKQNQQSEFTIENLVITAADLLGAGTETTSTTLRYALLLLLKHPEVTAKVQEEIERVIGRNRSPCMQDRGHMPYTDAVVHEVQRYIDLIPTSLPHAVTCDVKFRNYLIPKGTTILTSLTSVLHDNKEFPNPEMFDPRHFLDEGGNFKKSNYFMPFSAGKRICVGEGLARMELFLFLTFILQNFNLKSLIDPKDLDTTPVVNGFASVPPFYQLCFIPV
ERa coact pot: ER-alpha (human) coactivator binding potentiation | P03372 | TR-FRET ERalpha-LBD/SRC-Cy5 coactivator binding, 2 h; 100 = basal binding, no effect | coactivator binding (% of control), % at 25.6 µM | actives 1.3% (n = 86,000) | AID 639; in the data active means activity above about 200%;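 further: binding measured in presence of low estradiol as agonist stimulus; 0% = peptide alone without receptor and 100% = receptor with peptide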
Lung fibro prol: blocks proliferation of human lung fibroblasts | LL 47 human lung fibroblast viability, ATP luminescence; active compounds read low | viability, % at 10 µM | actives 1.1% (n = 85,000);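 active means viability at or below 50% in the single dose screen; inactive means viability above 50%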;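 further: compound exposure lasted 72 h before the ATP readout; 100% = median luminescence of untreated cell-only wells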
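material = human LL 47 lung fibroblast cells | dosing = compounds added from tenfold dosing solution, 0.1% DMSO final | timing = overnight cell rest, 72 h compound treatment at 37 °C | measured by = CellTiter-Glo luminescence measuring cellular ATP | evaluation = % viability versus median cells-only luminescence | control set = cell-only wells, no compound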
Mac1 fbg inh: blocks human CD11b/CD18 adhesion to fibrinogen; P05107+P11215; K562 CD11b/CD18 adhesion to fibrinogen, ATPlite luminescence; Mn2+ added to activate the integrin; inhibition, % at 10 µM; actives 0.54% (n = 93,000); AID 1497;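 active means primary inhibition of 50% or more at 10 µM, then 40% or more on retest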; further: some results filed as inactive read as strong as hits
CYP2C19 inh: human CYP2C19 inhibition. P33261. CYP2C19 Supersomes, luciferin-H EGE luminescence, 30 min. inhibition, % at 5 µM. actives 21% (n = 96,000);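 active means CYP2C19 inhibition above a set limit at 5 µM in the primary screen, cut at about 50% in these data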;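 further: plate controls were negative control wells for no effect and 2.5 mM tranylcypromine positive control for full effect; values of inactives mirror those of a sister screen read the other way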
An asterisk follows results filed as active; . = not tested or not shown; [ ] = another dose, or the depositor's remark. The order is random. About 26% of those tested had a hit in this group.

Structure | H69AR inhibit | ERa coact inh | CD11b adhes enh | HUVEC prolif 384 | CYP2C19 act | ERa coact pot | Lung fibro prol | Mac1 fbg inh | CYP2C19 inh
Cc1cccc(NC(=O)c2ccccc2NC(=O)C(C)(C)C)n1 | 90.6 | 9.2 | 3.4 | 95.1 | 0.7 | 98.1 | 106.3 | -2.0 | 30.7
O=C(Cc1ccccc1)Nc1ccccc1N1CCOCC1 | 78.9 | -3.0 | . | 97.4 | 0.7 | 103.4 | 96.6 | . | 31.5
CCN(CC)S(=O)(=O)c1ccc(NC(=O)C(OC)c2ccccc2)cc1 (stereo not drawn) | 83.8 | -2.9 | 3.5 | 84.1 | 0.9 | 123.6 | 95.8 | -11.0 | 6.9
Cc1ccc(-c2nn(-c3ccccc3)cc2CN(Cc2ccccc2)C(=O)CCC(=O)O)o1 | 86.5 | 3.2 | 11.2 | 87.0 | 0.8 | 79.1 | 107.4 | -19.0 | 23.4
O=C(Cn1c(=O)n(CC2CCCO2)c(=O)c2ccccc21)c1ccccc1 (stereo not drawn) | 85.2 | -3.7 | 1.8 | 97.8 | 0.9 | 122.8 | 101.8 | -15.5 | 11.5
COc1ccc(-n2nc3c(c2NC(=O)c2cc4ccccc4oc2=O)CS(=O)(=O)C3)cc1 | 90.1 | 63.3* | . | 82.3 | . | 85.7[fluorescence artefact?] | 100.3 | . | .
Cc1c(NC(=O)CSc2nc(-c3ccco3)cc(C(F)(F)F)n2)c(=O)n(-c2ccccc2)n1C | . | . | 1.0 | . | 1.2 | . | . | 1.0 | -23.4
COCCCn1c2nc3ccccc3nc2c2c(=O)n(Cc3ccc(Cl)cc3)cnc21 | 93.3 | 55.7*[fluorescence artefact?] | -1.8 | 63.5 | 0 | 104.3[fluorescence artefact?] | 83.0 | -5.0 | 96.3*
FC(F)(F)C1=CC(c2ccc(Cl)cc2)=NCCN1 | 63.2 | -2.3 | -4.7 | 94.3 | 1 | 116.3 | 95.0 | 5.8 | -2.6
CC(=O)N1CCN(CC(O)COc2ccc(OCc3ccccc3)cc2)CC1 (stereo not drawn) | 90.1 | -6.8 | 2.6 | 104.6 | 1.1 | 84.2 | 96.0 | -10.2 | -13.2
Cc1nc2sc(C(c3cccs3)N3CCN(c4cccc(Cl)c4)CC3)c(O)n2n1 (stereo not drawn) | 76.4 | 5.7[fluorescence artefact?] | . | 95.5 | . | 86.0[fluorescence artefact?] | 98.8 | . | .
O=C(Nc1ccccc1O)c1ccc(Cl)cc1 | 64.8 | -4.0 | -5.8 | 85.2 | 1 | 109.0 | 82.8 | -9.4 | 1.4
FCCCOc1ccc(-c2nccc(-c3ccc(Cl)cc3)n2)cc1 | . | . | 1.0 | . | 0.9 | . | . | 7.6 | 10.0
CCOC(=O)CSc1nc(C)cc(C)c1C#N | 98.9 | 3.9 | 1.3 | 97.4 | 1 | 111.6[fluorescence artefact?] | 111.5 | 3.3 | 2.4
CCN(CC(=O)NC(C)C)C(=O)CCNC(=O)c1ccc(Cl)cc1 | 91.4 | 1.9 | -1.9 | 91.0 | 0.9 | 116.5 | 97.7 | -8.1 | 10.5
COc1ccc(S(=O)(=O)N(CCCN2CCCC2=O)Cc2cc3c(C)ccc(C)c3[nH]c2=O)cc1 | . | . | -0.6 | . | 0.6 | . | . | 4.0 | 38.4
CCOC(=O)Cc1csc(NC(=O)Nc2ccccc2)n1 | 96.7 | -5.6[fluorescence artefact?] | . | 92.2 | . | 113.6 | 96.2 | . | .
Cc1ccc(S(=O)(=O)N(CC(=O)NCc2ccco2)Cc2ccccc2F)cc1 | 84.7 | -5.6 | . | 100.0 | 0.6 | 99.3 | 106.6 | . | 36.9
NS(=O)(=O)c1ccc(CCNC(=O)NC2(C(F)(F)F)Oc3ccccc3O2)cc1 | 20.5* | 1.1 | . | 71.1 | . | 120.1[fluorescence artefact?] | 80.6 | . | .
O=C(/C=C/c1ccccc1)NC(=S)Nc1ccc(N2CCOCC2)cc1 | . | . | -0.5 | . | 0.8 | . | . | -4.0 | 17.3
CCN1C(=O)/C(=C2/SC(C)=C(C)N2CC)SC1=S | 76.1 | -4.5[fluorescence artefact?] | 4.1 | 104.1 | 0.6 | 91.6[fluorescence artefact?] | 97.3 | -11.7 | 41.4
CCc1nnc(NC(=O)CSc2nnc(-c3c[nH]c4ccccc34)n2CC)s1 | 78.2 | 9.1[fluorescence artefact?] | -5.3 | 100.6 | 0.8 | 102.0 | 97.8 | -0.1 | 24.0
O=C(COC(=O)C1CCCN1C(=O)c1cccs1)c1ccccc1 (stereo not drawn) | 85.9 | -7.7 | -1.7 | 83.3 | 0.1 | 101.2 | 97.8 | -4.9 | 88.0*
COc1cc(C(=S)N2CCC(C(N)=O)CC2)ccc1O | 100.8 | -9.2 | -3.3 | 106.5 | 0.9 | 92.6 | . | 2.7 | 5.7
Cn1nc(C(F)(F)F)c(C#N)c1N1CCN(c2ccccc2)CC1 | 95.9 | -2.0 | 4.2 | 77.9 | 0.3 | 101.6 | 91.9 | 7.8 | 69.4*
CCOC(=O)C1=C(C)NC(C)=C(C(=O)OCC)C1c1ccc(O)cc1 | 93.9 | -0.4 | -3.2 | 100.0 | 0 | 93.5 | 93.0 | -14.6 | 97.8*
CCCS(=O)(=O)N1CCC(C(=O)NCCCOCC)CC1 | 79.7 | -8.9 | -1.2 | 95.1 | 1 | 116.6[fluorescence artefact?] | 99.4 | -13.1 | 0.9
Cc1ccc2nc(C3CCN(CC(=O)Nc4ccc5c(c4)OCCO5)CC3)[nH]c2c1 | 65.2 | 11.5 | 1.8 | 82.8 | 0.2 | 107.8 | 102.3 | 24.3 | 80.2*
COC(=O)c1ccc(CSc2nnc(-c3ccncc3)o2)o1 | 91.3 | 6.0[fluorescence artefact?] | -1.7 | 104.5 | 0.1 | 86.6 | 107.8 | -3.9 | 90.6*
Cc1nc(SCC(=O)c2c[nH]c3ccccc23)n[nH]1 | 97.0 | -14.0 | -4.9 | 91.3 | 0.9 | 107.8 | 100.7 | -0.4 | 9.5
COc1ccccc1C(=O)N1CCN=C1c1ccccc1 | 79.5 | -3.3 | 0.3 | 114.4 | 0.7 | 100.9 | 95.3 | 1.8 | 33.1
CCOC(=O)C1=C(c2ccccc2)N(C)C(=O)NC1c1ccc(O)c(OC)c1 (stereo not drawn) | 91.2 | 10.3[fluorescence artefact?] | -3.7 | 92.0 | 0.3 | 95.5 | 89.0 | -5.5 | 69.4*

A portion from the list above, for reference:
Structure | H69AR inhibit | ERa coact inh | CD11b adhes enh | HUVEC prolif 384 | CYP2C19 act | ERa coact pot | Lung fibro prol | Mac1 fbg inh | CYP2C19 inh
Cn1nc(C(F)(F)F)c(C#N)c1N1CCN(c2ccccc2)CC1 | 95.9 | -2.0 | 4.2 | 77.9 | 0.3 | 101.6 | 91.9 | 7.8 | 69.4*
CCOC(=O)C1=C(C)NC(C)=C(C(=O)OCC)C1c1ccc(O)cc1 | 93.9 | -0.4 | -3.2 | 100.0 | 0 | 93.5 | 93.0 | -14.6 | 97.8*
CCCS(=O)(=O)N1CCC(C(=O)NCCCOCC)CC1 | 79.7 | -8.9 | -1.2 | 95.1 | 1 | 116.6[fluorescence artefact?] | 99.4 | -13.1 | 0.9
Cc1ccc2nc(C3CCN(CC(=O)Nc4ccc5c(c4)OCCO5)CC3)[nH]c2c1 | 65.2 | 11.5 | 1.8 | 82.8 | 0.2 | 107.8 | 102.3 | 24.3 | 80.2*
COC(=O)c1ccc(CSc2nnc(-c3ccncc3)o2)o1 | 91.3 | 6.0[fluorescence artefact?] | -1.7 | 104.5 | 0.1 | 86.6 | 107.8 | -3.9 | 90.6*
Cc1nc(SCC(=O)c2c[nH]c3ccccc23)n[nH]1 | 97.0 | -14.0 | -4.9 | 91.3 | 0.9 | 107.8 | 100.7 | -0.4 | 9.5
COc1ccccc1C(=O)N1CCN=C1c1ccccc1 | 79.5 | -3.3 | 0.3 | 114.4 | 0.7 | 100.9 | 95.3 | 1.8 | 33.1
CCOC(=O)C1=C(c2ccccc2)N(C)C(=O)NC1c1ccc(O)c(OC)c1 (stereo not drawn) | 91.2 | 10.3[fluorescence artefact?] | -3.7 | 92.0 | 0.3 | 95.5 | 89.0 | -5.5 | 69.4*

Further results follow.
Under each structure: H69AR inhibit, ERa coact inh, CD11b adhes enh, HUVEC prolif 384, CYP2C19 act, ERa coact pot, Lung fibro prol, Mac1 fbg inh, CYP2C19 inh
CCn1c(SCc2nc(CC(=O)Nc3ccccc3OC)no2)nnc1-c1cccs1
 : 87.2, 10.0, -5.1, 83.8, 0.8, 189.1, 94.1, -9.0, 16.8
O=C(O)c1ccc2c(c1)CC(c1ccccc1)OC2=O (stereo not drawn)
 : 95.1, 3.9[fluorescence artefact?], ., 112.0, ., 97.1, 96.8, ., .
N#C/C(=N\Nc1ccc(Cl)cc1)C(=N)N1CCCCC1
 : 94.4, -2.8[fluorescence artefact?], -2.5, 111.2, 0.6, 44.3[fluorescence artefact?], 119.1, 6.2, 45.0
Cc1cc2nnc(SCC(=O)NCc3cccs3)n2c2ccccc12
 : 24.5*, 15.2, -5.5, 55.0, 0.5, 90.6, 58.1, -5.2, 49.3
CNc1nc2c3ccccc3n(C(C)=O)c2s1
 : ., ., -1.2, ., 1, ., ., -1.8, 4.2
CCn1cc(/C=N/NC(=O)c2ccc(C#N)cc2F)c2ccccc21
 : ., ., -0.6, ., 0.8, ., ., -2.7, 24.4
COc1cc2c(cc1NC(=O)CN1C(=O)NC3(CCc4ccccc43)C1=O)oc1ccccc12 (stereo not drawn)
 : 44.4, -2.0, -1.3, 56.0, 1, 122.8, 85.5, 12.3, 2.2
Cc1ccc(C2(C(F)(F)F)N=C3Sc4cc(C)ccc4N3C(=O)N2)cc1 (stereo not drawn)
 : 77.8, -4.1, -2.7, 82.2, 0.9, 116.1, 77.2, -2.7, 14.7
COc1cccc(N2CCN(Cc3nc(N)nc(Nc4ccccc4OC)n3)CC2)c1
 : 76.6, -6.2, ., 101.4, 0.9, 125.2, 93.9, ., 13.0
CCOc1ccc(CC(=O)N2CCN(c3ccc(N4CCOCC4)nn3)CC2)cc1OCC
 : 100.9, -6.8, -0.5, 98.1, 1, 102.9, 114.3, 0.7, -1.4
COc1ccc(NC(=O)COc2ccc(/C=N/n3c(C)nnc3C)cc2OC)cc1
 : 78.9, 15.6, -0.5, 90.7, 1, 94.5, 102.9, -14.2, 0.7
CCCOc1ccc(C2NC(=O)NC2=O)cc1 (stereo not drawn)
 : 97.9, -1.2, ., 98.7, ., 124.7, 92.3, ., .
CCn1c(SCC(=O)Nc2ccc(NC(=O)c3cccs3)cc2)nnc1-c1cccnc1
 : 63.2, 2.4, -1.4, 96.1, 0.9, 106.4[fluorescence artefact?], 106.5, -0.5, 7.5
Cc1cccc2cc(CN(Cc3cccnc3)C(=O)c3ccccc3F)c(Cl)nc12
 : ., ., 3.8, ., 0.3, ., ., 26.7, 67.5*
CCOc1ccc(NS(=O)(=O)c2ccc(NC(=O)C3CCCO3)cc2)cc1 (stereo not drawn)
 : 102.8, 6.0, -2.6, 108.5, 0.7, 102.9, 95.9, 8.7, 33.2
O=C(O)Cn1nc(-c2ccc(F)cc2)oc1=O
 : 92.0, -6.3, -3.0, 102.1, 1.1, 126.7, 99.2, 15.2, -8.5
Cc1nc(SCC(=O)OCc2ccccc2)c2c(=O)n(C)c(=O)n(C)c2n1
 : 106.3, 3.3, 3.5, 99.2, 0.9, 123.6[fluorescence artefact?], 106.0, -16.3, 9.8
CCOc1nc(SCCOc2ccc(C)cc2)nc(N(C)C)n1
 : 93.6, -4.8, ., 105.4, ., 122.1, 91.8, ., .
